# PrPC surface inh = inhibitors of human cell surface prion protein PrPC, primary screen, cell-based, TR-FRET. inhibition, % at 13.8 µM. 370,000 compounds, 0.43% hits. TR-FRET read-out. Major prion protein (Homo sapiens), P04156. AID 720596, 2013; in the data active = inhibition above about 24%; note: 0% = median of the test wells and 100% = reference compound wells
# FadD28 binding = inhibitors of FadD28 bisubstrate probe binding, primary screen, biochemical, fluorescence polarization, single point | inhibition, % at 12.5 µM | Mycobacterium tuberculosis FadD28 fatty-acid-AMP ligase | 360,000 compounds, 0.22% hits; in the data active = inhibition above about 8.5%, passing the limit was not always enough; inconclusive = no clear call, values can overlap the other calls
# Mtb BioA inh = M. tuberculosis BioA enzyme inhibitors, primary screen, biochemical, plate reader, single point, HTS. 7,8-diaminopelargonic acid synthase BioA (Mycobacterium tuberculosis). purified M. tuberculosis BioA enzyme. inhibition, % at 9.99 µM. 360,000 compounds, 0.096% hits; in the data active = inhibition above about 40%; inconclusive = no clear call, values can overlap the other calls
# Mtb UGM inh = M. tuberculosis UGM enzyme inhibitors, primary screen, biochemical, fluorescence polarization, single point | UDP-galactopyranose mutase (Mycobacterium tuberculosis (strain ATCC 25618 / H37Rv)), … | purified UGM, fluorescence polarization probe displacement | inhibition, % at 10 µM | 320,000 compounds, 0.06% hits | AID 504406, 2011; in the data active = inhibition above about 10%, passing the limit was not always enough; inconclusive = no clear call, values can overlap the other calls
# Target sequence (P9WIQ1 whole entry, looked up): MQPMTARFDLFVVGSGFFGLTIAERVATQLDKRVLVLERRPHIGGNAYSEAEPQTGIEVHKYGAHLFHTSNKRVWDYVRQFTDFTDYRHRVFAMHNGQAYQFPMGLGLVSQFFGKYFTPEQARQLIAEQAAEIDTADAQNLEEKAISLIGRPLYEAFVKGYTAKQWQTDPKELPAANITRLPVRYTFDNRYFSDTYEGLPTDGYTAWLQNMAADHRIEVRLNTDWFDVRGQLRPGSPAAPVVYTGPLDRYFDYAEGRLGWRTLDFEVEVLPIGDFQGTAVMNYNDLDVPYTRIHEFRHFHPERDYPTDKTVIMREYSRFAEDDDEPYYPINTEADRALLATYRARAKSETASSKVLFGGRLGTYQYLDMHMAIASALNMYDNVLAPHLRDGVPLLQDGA
# GDH-TPI counter = GDH-TPI coupling enzyme inhibitors, primary screen, artefact control for M. tuberculosis FBA inhibitor project, biochemical, absorbance, full deck; GDH-TPI coupled enzyme counterscreen, NADH absorbance; inhibition, % at 4.8 µM; 360,000 compounds, 1.2% hits; in the data active = inhibition above about 30%;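 note: 0% = DMSO wells and 100% = wells lacking the enzyme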
# FBA Mtb inh = Mtb FBA enzyme inhibitors, primary screen, biochemical, fluorescence, strain H37Rv | AID 588726, 2011 | inhibition, % at 1 µM | 360,000 compounds, 2.3% hits | purified M. tuberculosis FBA, fluorescence read-out | Fructose-bisphosphate aldolase (Mycobacterium tuberculosis (strain ATCC 25618 / H37Rv)), …; in the data active = inhibition above about 27%;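 note: 0% = vehicle and 100% = reference inhibitor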
# Target sequence (P9WQA3 whole entry, looked up): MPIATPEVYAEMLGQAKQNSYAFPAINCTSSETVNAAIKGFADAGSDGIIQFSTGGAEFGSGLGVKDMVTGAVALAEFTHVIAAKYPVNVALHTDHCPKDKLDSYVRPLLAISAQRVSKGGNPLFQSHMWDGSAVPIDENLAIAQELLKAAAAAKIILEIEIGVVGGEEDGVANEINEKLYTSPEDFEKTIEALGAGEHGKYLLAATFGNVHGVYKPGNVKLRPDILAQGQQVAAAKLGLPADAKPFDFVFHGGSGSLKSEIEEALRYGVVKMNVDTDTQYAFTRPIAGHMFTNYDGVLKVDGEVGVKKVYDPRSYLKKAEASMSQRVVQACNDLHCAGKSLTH
# Rv3671c inh = Rv3671c serine protease inhibitors, primary screen, biochemical, fluorescence polarization, M. tuberculosis H37Rv | P9WHR9 | inhibition, % at 5.96 µM | 320,000 compounds, 0.048% hits | AID 2606, 2010; in the data active = inhibition above about 38%;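 note: extracellular domain of Rv3671c used as enzyme; 0% = enzyme with DMSO and 100% = no enzyme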
# BoNT-F LC inh = BoNT/F light chain protease inhibitors, primary screen, biochemical, flow cytometry, MLPCN library; Multiplex microsphere protease cleavage assay; 360,000 compounds, 0.22% hits; inhibition, % at 10 µM; Botulinum neurotoxin type F light chain protease (Clostridium botulinum); in the data active = inhibition above about 35%, passing the limit was not always enough; inconclusive = no clear call, values can overlap the other calls; note: plate controls were buffer without enzyme for full effect and enzyme alone for no effect
# MazF activator = activators of E. coli MazEF toxin-antitoxin RNase, primary screen, biochemical, fluorescence, uHTS | Endoribonuclease toxin MazF (Escherichia coli (strain K12)), P0AE70 | FAM/BHQ RNA-DNA oligo cleavage fluorescence, 5 h | activation, % at 20 µM | 350,000 compounds, 0.32% hits | AID 504720, 2011; in the data active = activation above about 50%
# Target sequence (P0AE70 whole entry, looked up): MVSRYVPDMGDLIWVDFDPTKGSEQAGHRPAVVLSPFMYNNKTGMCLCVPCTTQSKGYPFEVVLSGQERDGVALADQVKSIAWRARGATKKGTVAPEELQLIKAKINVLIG
# * = called active by the depositor; u = inconclusive; x = no result given.
SMILES,PrPC surface inh,FadD28 binding,Mtb BioA inh,Mtb UGM inh,GDH-TPI counter,FBA Mtb inh,Rv3671c inh,BoNT-F LC inh,MazF activator
CC(NC(=S)NC(=O)c1cccs1)c1ccccc1 (stereo not given),11,-3.4,x,-3.5,5,5,-7,-1,6
Cc1ccc2sc(NC(=O)CN3C(=O)c4ccccc4C3=O)nc2c1C,0,-0.9,-0.8,0.2,5,0,1,0,3
CC(C(=O)Nc1ccc2c(c1)OCO2)c1ccc([N+](=O)[O-])cc1 (stereo not given),-5,2.0,x,-1.5,5,1,-8,-2,6
CC(C)(C)NC(=O)Cn1c(SCC(N)=O)nc2ccccc21,2,-0.6,-0.3,-2.2,1,3,6,2,4
COc1cc(NC(=O)COC(=O)CNC(=O)C23CC4CC(CC(C4)C2)C3)cc(OC)c1,3,-11,0.2,4.1,12,1,7,-9,4
Cn1nccc1C(=O)NC1CCCc2c1cnn2-c1ccccc1F (stereo not given),15,3.1,2.4,3.7,2,3,-4,11,6
c1ccc2occc2c1,5,-2.8,-0.1,x,3,7,1,-2,-2
CCNc1nc(NC(C)C)nc(NC(C)(C)C)n1,21,-3.3,x,1.9,-15,-1,-7,1,6
CC(=O)N1N=C2C3CCN(CC3)C2C1c1cccc2ccccc12 (stereo not given),0,-0.5,-1.7,0.5,7,6,3,-15,4
O=C1/C(=C\Nc2ccc(Cl)cc2)CCN1c1ncccn1,5,-0.9,3.8,3.1,22,3,-1,-15,-5
O=c1[nH]c(CNCc2cccnc2)nc2ccccc12,3,-2.8,x,-0.7,-5,6,3,-5,5
COc1ccccc1CNc1nc(NCc2ccc(NC(C)=O)cc2)c2sccc2n1,-5,-10,0.0,x,5,-1,x,-2,x
Cc1noc(C(=O)Nc2cccc(Cl)c2)c1Cl,3,-0.6,-0.4,-1.9,-5,0,x,-9,4
CC1(C)NC(=O)N(CCOCCOc2c(Cl)cc(Cl)cc2Cl)C1=O,-1,-1.5,-0.9,0.1,3,-1,-8,0,-8
C[C@H](O)[C@@H]1C(=O)N2CCc3ccc(-c4ccccc4)cc3[C@@H]2C[C@@H]1N(C)C(=O)c1ccc(C#N)cc1,2,-2.5,0.6,x,-6,3,x,-1,10
CCC(O)C1CCN(C(=O)c2ccc(OC3CCN(Cc4ccccn4)CC3)cc2)CC1 (stereo not given),-3,1.7,-5.1,-0.1,6,0,4,-4,4
COCCCN(Cc1cc(OC)c(OC)c(OC)c1)C(=S)Nc1cccc(Cl)c1,17,0.3,1.6,x,2,-2,x,0,-6
CCN(CC)c1nc(C)c(C(C)=O)cc1C#N,0,-0.3,x,-1.0,22,6,0,1,4
COc1ccc(-c2nc(C#N)c(N3CCCCCC3)o2)cc1,10,0.8,1.7,-1.5,17,194*,-12,-12,-6
Cn1c(Cc2cccs2)nnc1SCC(=O)Nc1ccccc1F,-5,-3.6,x,0.7,-3,-4,1,-4,3
CC(C)N(C(=O)COC(=O)c1cccc(C(=O)OCC(=O)N(C(C)C)C(C)C)n1)C(C)C,-3,1.7,x,1.9,1,3,1,5,7
COc1cccc(C(=O)NCC(=O)OC(C)C(=O)NC23CC4CC(CC(C4)C2)C3)c1 (stereo not given),-9,-0.5,x,-1.5,-4,1,-2,-8,-3
O=C1C(=Cc2cccn2-c2ccc(O)cc2)C(=O)c2ccccc21,-7,3.9,-4.3,2.5,17,-4,-11,-4,263*
CC(/C=C/c1ccc2c(c1)OCO2)=N\NC(=O)c1ccccc1,1,-5.0,x,-1.6,16,-6,13,11,8
COc1ccc2c(c1)CC1(CN2C)C(=O)NC(=O)N(CCc2ccccc2)C1=O (stereo not given),7,-4.2,0.5,0.6,-4,2,6,-12,5

# Continuation.
SMILES,PrPC surface inh,FadD28 binding,Mtb BioA inh,Mtb UGM inh,GDH-TPI counter,FBA Mtb inh,Rv3671c inh,BoNT-F LC inh,MazF activator
Cc1ccc(C)c(N2CCN(C(=O)Cc3ccc(NC4=NC5CS(=O)(=O)CC5S4)cc3)CC2)c1 (stereo not given),10,-3.6,0.6,1.9,-3,-2,7,-8,7
CCCN1CCN(CCCNC(=O)c2ccc3c(Cl)c4c(nc3c2)CCCC4)CC1,-12,-6.7,0.0,-2.7,-1,-1,1,-4,19
COC(=O)Cn1cnc2c(oc3ccccc32)c1=O,x,0.9,-0.1,3.2,2,-1,-1,7,0
Oc1ccc(C(c2nnnn2C2CCCCC2)N2CCOCC2)cc1 (stereo not given),-5,-1.8,-1.0,-0.5,2,1,13,-4,3
Cc1nn(C(=O)Cn2cc([N+](=O)[O-])cn2)c(C)c1Cl,0,-0.6,-0.1,-1.5,1,1,3,0,-2
COC(=O)c1c(NC(=O)c2ccc(Br)o2)sc(C)c1C,-6,-3.3,-0.1,1.9,1,4,-2,-3,17
CC(=O)c1cccc(S(=O)(=O)NCCC(=O)NC2CCCCCC2)c1,4,-3.8,0.9,-1.6,-7,-1,4,-2,3
O=c1[nH]c2c(c(=O)[nH]1)OCN(Cc1ccccc1)C2,0,-0.2,-0.1,x,10,0,x,-5,10
CCOC(=O)c1ccc(NC(=O)c2nc[nH]c2C(=O)NCCCCCNC(=O)OC(C)(C)C)cc1,-3,-4.6,-0.3,2.7,9,-1,-22,-2,-37
Brc1ccc2nc(C3CCCCC3)c(Cc3ccsc3)n2c1,5,-5.0,-0.7,x,x,4,x,-33,x
COc1cc(NC(=O)c2ccc(C)cc2)c(OC)cc1NC(=O)CN1CCCCC1,1,-1.2,-1.0,0.9,17,-1,4,-30,-11
CCN(CC)CCn1c2ccc(F)cc2c2nc(C)sc21,-2,0.0,-0.1,1.1,3,0,2,-9,-1
COc1cccc(NC(=O)CN2CCC(C)CC2)c1,-4,-0.9,1.9,-2.3,12,-2,0,0,2
CC(=O)Nc1ccc(-c2cc(C(=O)O)c3ccccc3n2)cc1,2,-0.6,-0.4,5.0,13,56*,2,-2,7
CCOc1ccc(NC(=O)c2nn(C)cc2Br)cc1,3,-0.3,-0.6,0.1,1,-2,4,5,4
Cc1cc(=O)[nH]c(SCC2COC3(CCCCC3)O2)n1 (stereo not given),-5,-0.6,x,-3.5,4,4,-3,-12,8
O=C(CCNS(=O)(=O)c1ccccc1C(F)(F)F)NNC(=O)c1csc(N2CCOCC2)n1,-1,-3.5,0.6,0.8,-3,0,1,-4,4
COc1ccc(-c2coc3c(C(=O)NCC4CCOCC4)cccc23)c(C)c1,9,-9.3,3.1,x,12,7,x,2,x
COc1ccc(C=O)cc1OS(=O)(=O)c1ccccc1[N+](=O)[O-],3,-3.6,x,0.6,5,0,10,0,6
N#CC1=C(N)NC(SCc2ccccc2)=C(C#N)C12CCCC2,5,0.4,x,-1.4,8,11,-5,2,3
COc1ccccc1C(=O)N1CCc2ccccc21,5,-1.0,x,0.7,2,1,-2,-11,1
O=C1c2ccccc2C(O)(c2ccccc2)N1c1ccncc1 (stereo not given),8,-1.9,-0.1,-0.2,-10,1,-3,u,5
Cc1ccc(NCN2C(=O)c3ccccc3C2=O)c(C)c1,-5,-1.8,-2.6,-0.6,8,5,-3,-23,11
O=C(OCC(=O)c1ccc([N+](=O)[O-])cc1)/C(=C\c1ccc(Cl)cc1)NC(=O)c1ccccc1,-2,-1.2,-0.2,-1.4,9,-1,5,-14,1
CC1=NN(C(N)=S)C(=O)C1N=Nc1ccc(S(N)(=O)=O)cc1 (stereo not given),-11,1.6,1.3,-0.4,4,-11,-7,-12,1

# The list goes on:
SMILES,PrPC surface inh,FadD28 binding,Mtb BioA inh,Mtb UGM inh,GDH-TPI counter,FBA Mtb inh,Rv3671c inh,BoNT-F LC inh,MazF activator
COCC(=O)N1CCC2CC1c1cc(Cl)ccc12 (stereo not given),-1,-1.4,0.6,x,-14,-2,x,-5,-2
COc1cc(-c2nnc(SCc3cc(=O)oc4cc(C)ccc34)o2)cc(OC)c1OC,-6,-1.7,x,2.5,7,-2,-9,-1,-2
NC(=O)CC(NC(=O)c1ccccc1)c1ccc(N2CCN(c3ccc(F)cc3)CC2)c([N+](=O)[O-])c1 (stereo not given),-18,1.0,-1.5,-1.1,15,2,-23,-14,10
COc1ccc(C2C(C(=O)N3CCOCC3)CCC(=O)N2c2ccc(OC)cc2)cc1 (stereo not given),-5,-6.0,-1.1,0.2,-2,-6,6,11,5
Cc1cccc(CSCc2ccc(C(=O)NCC3CCCO3)o2)c1 (stereo not given),-5,-3.1,2.3,0.1,9,-2,-3,-6,-2
Cc1ccc(CNC(=O)C2CCCN(S(=O)(=O)N3CCC(C)CC3)C2)cc1 (stereo not given),-1,0.2,1.4,0.4,-3,2,-6,2,-2
O=C(Nc1ccc(F)cc1)C1CCCN(c2cnccn2)C1 (stereo not given),-3,-0.1,24,-0.4,13,0,-2,-2,8
CCCCCCCCC(=O)N/N=C/c1cccc(Br)c1,-3,-0.5,-0.4,0.9,14,2,-1,-4,-10
O=P(C(=Nc1ccc(Cl)cc1)N1CCOCC1)(N1CCOCC1)N1CCOCC1,2,0.5,-3.5,-1.8,4,-4,2,-26,-2
O=C(CSc1nc2c(sc3ccccc32)c(=O)n1Cc1ccccc1)NCC1CCCO1 (stereo not given),1,-2.7,x,-2.5,3,4,-2,-5,-2
CC1CCCCN1CC(=O)c1c(N)n(Cc2ccccc2)c(=O)n(C)c1=O (stereo not given),-3,-1.0,1.7,-0.2,-5,0,7,-1,6
S=C1NC(c2ccccc2)=NCN1c1ccccc1,-6,-3.8,1.1,2.7,4,-10,-1,6,2
CC1CCCCC1NC(=O)COC(=O)Cc1ccc(Cl)cc1 (stereo not given),-3,-2.4,-0.8,x,3,1,-3,-3,7
CC1CCCCC1NC(=O)c1cc2c(=O)n3ccccc3nc2n1C (stereo not given),-7,-3.5,0.9,-2.0,10,180*,-7,4,1
O=C(Nc1ccn(CCCNC2CCN(Cc3ccccc3)CC2)c(=O)n1)OCc1ccccc1,-12,-1.7,-1.9,x,3,3,x,-1,17
CCN(c1ccccc1)S(=O)(=O)c1ccc2[nH]c(=O)c(=O)[nH]c2c1,2,-4.8,1.4,-0.6,2,2,-5,-8,-2
O=C1CN(C(=O)COC(=O)C2CCN(S(=O)(=O)c3ccccc3C(F)(F)F)CC2)c2ccccc2N1,-1,-5.2,0.6,-0.7,9,0,3,-4,9
CC1Cc2ccccc2N1C(=O)c1cccnc1 (stereo not given),1,-4.7,x,0.9,18,1,2,5,10

# Among those listed so far, 5 have an aryl thioether with sulfur outside any ring.
SMILES,PrPC surface inh,FadD28 binding,Mtb BioA inh,Mtb UGM inh,GDH-TPI counter,FBA Mtb inh,Rv3671c inh,BoNT-F LC inh,MazF activator
CC(C)(C)NC(=O)Cn1c(SCC(N)=O)nc2ccccc21,2,-0.6,-0.3,-2.2,1,3,6,2,4
Cn1c(Cc2cccs2)nnc1SCC(=O)Nc1ccccc1F,-5,-3.6,x,0.7,-3,-4,1,-4,3
Cc1cc(=O)[nH]c(SCC2COC3(CCCCC3)O2)n1 (stereo not given),-5,-0.6,x,-3.5,4,4,-3,-12,8
COc1cc(-c2nnc(SCc3cc(=O)oc4cc(C)ccc34)o2)cc(OC)c1OC,-6,-1.7,x,2.5,7,-2,-9,-1,-2
O=C(CSc1nc2c(sc3ccccc32)c(=O)n1Cc1ccccc1)NCC1CCCO1 (stereo not given),1,-2.7,x,-2.5,3,4,-2,-5,-2

# Entries shown so far containing a tert-butyl group (3):
SMILES,PrPC surface inh,FadD28 binding,Mtb BioA inh,Mtb UGM inh,GDH-TPI counter,FBA Mtb inh,Rv3671c inh,BoNT-F LC inh,MazF activator
CC(C)(C)NC(=O)Cn1c(SCC(N)=O)nc2ccccc21,2,-0.6,-0.3,-2.2,1,3,6,2,4
CCNc1nc(NC(C)C)nc(NC(C)(C)C)n1,21,-3.3,x,1.9,-15,-1,-7,1,6
CCOC(=O)c1ccc(NC(=O)c2nc[nH]c2C(=O)NCCCCCNC(=O)OC(C)(C)C)cc1,-3,-4.6,-0.3,2.7,9,-1,-22,-2,-37
